Screening data deposited in PubChem BioAssay by several laboratories.
IDE cell activ: human IDE activators in live cells, primary screen, fluorescence polarization, HEK cells, FAbeta-B substrate | activation, % at 5.96 µM | 340,000 compounds, 0.073% hits | FAbeta-B cleavage; 0% vehicle, 100% cell-free pure enzyme wells | Insulin-degrading enzyme (Homo sapiens), P14735;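 active means activation above the mean of all tested compounds plus 3 SD, set per screening campaign, cut at about 17% in these data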
VIM-2 inhibitor: VIM-2 metallo-beta-lactamase inhibitors, primary screen, biochemical, epi-absorbance readout, Pseudomonas aeruginosa enzyme | purified VIM-2, nitrocefin hydrolysis, epi-absorbance fluorescence | inhibition, % at 5.6 µM | 290,000 compounds, 0.89% hits | AID 1527, 2009;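 active means inhibition above the mean of all tested compounds plus 3 SD, cutoff set per screening run, cut at about 7.5% in these data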;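 further: red hydrolysis product quenches plate fluorescence so inhibitors raise well fluorescence; 0% = enzyme with DMSO and 100% = DMSO without enzyme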
IMP-1 inhibitor: IMP-1 metallo-beta-lactamase inhibitors, primary screen, biochemical, epi-absorbance readout, Pseudomonas aeruginosa enzyme; metallo-beta-lactamase IMP-1 (Pseudomonas aeruginosa); AID 1556, 2009; inhibition, % at 5.6 µM; purified IMP-1, nitrocefin hydrolysis, epi-absorbance fluorescence; 290,000 compounds, 0.45% hits;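 active means inhibition above the mean plus 3 SD of all compounds in the same screening run, cut at about 4.5% in these data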;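 further: 0% = IMP-1 with DMSO and 100% = DMSO wells lacking enzyme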
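System: purified IMP-1 / Input: IMP-1 dispensed at 0.2 nM / Medium: 50 mM HEPES pH 7.1, 50 µM ZnSO4, 0.05% Brij 35 / Timing: 15 min enzyme–compound preincubation, then 25 min nitrocefin reaction, 25 °C / Technique: plate fluorescence quenching by hydrolysis product, ex 480/em 530 nm / Repeats: singlicate testing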
MEKK3 PB1 HTS: modulators of MEKK3-MEK5 PB1 binding, primary screen, biochemical, wildtype MEKK3, multiplex bead flow cytometry, Alexa488-MEK5; Mitogen-activated protein kinase kinase kinase 3 (Homo sapiens), Q99759; bead-based flow cytometry, Alexa488-MEK5 binding to MEKK3; actives lie on both sides; 0 = blocked by unlabeled MEK5, 100 = vehicle; binding response (% of control), % at 10 µM; 290,000 compounds, 1.4% hits; AID 1529, 2009;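 active means binding response more than 3 SD above or below the average of its plate-row segment, actives on both sides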;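 further: Alexa488 bead fluorescence after subtracting the streptavidin-only scavenger bead signal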
Target sequence (Q99759 whole entry, looked up): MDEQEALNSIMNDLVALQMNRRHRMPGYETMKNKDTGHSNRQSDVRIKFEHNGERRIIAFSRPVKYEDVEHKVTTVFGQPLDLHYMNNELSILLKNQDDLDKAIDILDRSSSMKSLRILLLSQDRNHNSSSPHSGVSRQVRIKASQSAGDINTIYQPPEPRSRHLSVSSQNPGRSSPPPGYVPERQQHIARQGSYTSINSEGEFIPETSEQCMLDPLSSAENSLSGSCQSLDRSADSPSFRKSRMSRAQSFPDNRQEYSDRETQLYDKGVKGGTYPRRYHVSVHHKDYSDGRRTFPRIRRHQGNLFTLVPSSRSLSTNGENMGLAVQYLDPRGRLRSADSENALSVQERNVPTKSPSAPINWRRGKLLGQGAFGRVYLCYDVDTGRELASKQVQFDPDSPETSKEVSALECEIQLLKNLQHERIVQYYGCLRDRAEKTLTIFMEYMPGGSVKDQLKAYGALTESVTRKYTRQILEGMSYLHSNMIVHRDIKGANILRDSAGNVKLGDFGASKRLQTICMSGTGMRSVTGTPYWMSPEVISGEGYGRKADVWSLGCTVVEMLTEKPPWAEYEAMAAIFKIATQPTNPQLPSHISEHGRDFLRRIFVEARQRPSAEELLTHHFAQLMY
PHOSPHO1 inh: PubChem AID 1565 | recombinant PHOSPHO1, absorbance phosphatase assay | 290,000 compounds, 1.1% hits | Phosphoethanolamine/phosphocholine phosphatase (Homo sapiens), Q8TCT1 | inhibition, % at 13.3 µM; in the data active means inhibition above about 60%
Target sequence (Q8TCT1 whole entry, looked up): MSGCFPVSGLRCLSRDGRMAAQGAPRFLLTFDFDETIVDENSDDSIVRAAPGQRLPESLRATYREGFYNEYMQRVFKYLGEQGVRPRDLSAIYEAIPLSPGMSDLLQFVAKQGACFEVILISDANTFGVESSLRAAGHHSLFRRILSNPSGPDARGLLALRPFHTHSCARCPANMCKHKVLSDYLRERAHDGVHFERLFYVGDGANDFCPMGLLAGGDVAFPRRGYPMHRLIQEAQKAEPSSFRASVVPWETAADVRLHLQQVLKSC
pCIP destab: p/CIP-EGFP fusion destabilizers, primary screen, fluorescence, F442A cells; Q05BA5; 16 h; decrease of EGFP signal, % at 10 µM; 290,000 compounds, 0.01% hits; AID 1984, 2009;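 active means EGFP signal decrease of at least 30% at 10 µM or well 3 SD below plate mean, unless failing retest; inactive means the rest, including hits failing retest or dose response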; further: some compounds called inactive have numbers as strong as hits; many of its hits are not listed in these tables
HCV NS3 hel inh: inhibitors of HCV NS3 helicase, primary screen, biochemical, Cy5 molecular beacon fluorescence; inhibition, % at 10.9 µM; NS3 helicase DNA unwinding; Hepatitis C virus NS3 helicase; 290,000 compounds, 0.56% hits; AID 1800, 2009;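 active means inhibition above the mean of all tested compounds plus 3 SD, set per campaign, cut at about 35% in these data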;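 further: 0% = DMSO wells and 100% = thioflavine S control wells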
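Assay system – hepatitis C virus NS3 helicase domain fragment enzyme · Buffer or medium – MOPS pH 6.5, MgCl2, DTT, Tween20, BSA · Reagent – Cy5/quencher beacon DNA duplex and ATP to start · Compound – single 10.9 µM dose · Timing – 1 h at 25 °C · Technique – Cy5 beacon fluorescence read at start and 1 h · Measure – % inhibition of unwinding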
DNA FID counter: compounds displacing fluorescent DNA intercalator, primary screen, artefact control for HCV NS3 helicase inhibitor project, biochemical, FID fluorescence; DNA fluorescent intercalator displacement; inhibition, % at 7.9 µM; 290,000 compounds, 0.17% hits; AID 1845, 2009; in the data active means inhibition above about 37%;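 further: 0% = vehicle and 100% = reference compound; higher means more ethidium bromide displaced from hairpin DNA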
UBC9 SUMO inh: inhibitors of in vitro SUMOylation cascade, primary screen, biochemical, HTRF, uHTS. SUMO-conjugating enzyme UBC9 (Homo sapiens), P63279. HTRF SUMOylation assay, SAE1/SAE2 + UBC9. inhibition, % at 35 µM. 290,000 compounds, 0.36% hits. AID 2006, 2009; in the data active means inhibition above about 50%, passing the limit was not always enough; further: strong numbers were not always called active
Target sequence (P63279 whole entry, looked up): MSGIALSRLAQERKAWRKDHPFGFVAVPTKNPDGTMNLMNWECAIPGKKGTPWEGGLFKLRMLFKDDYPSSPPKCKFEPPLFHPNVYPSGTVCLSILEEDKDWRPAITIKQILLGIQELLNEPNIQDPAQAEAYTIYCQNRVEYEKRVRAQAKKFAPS
* marks the source's active call; other numbers are inactive results; · = not tested or not shown. Not all compounds are listed (hit frequency here may not be typical).

The opening two records, to show the layout:
smiles,IDE cell activ,VIM-2 inhibitor,IMP-1 inhibitor,MEKK3 PB1 HTS,PHOSPHO1 inh,pCIP destab,HCV NS3 hel inh,DNA FID counter,UBC9 SUMO inh
O=C(O)c1ccccc1SCC(=O)N1CCCCC1,2,0.9,1.2,107,-10,-1,6,6,11
COc1ccc(-n2c(Cc3cccn3C)nnc2SCC(=O)N2CCCc3ccccc32)cc1,5,-0.1,0.3,97,40,-3,17,-42,0

Results, from the first entry:
smiles,IDE cell activ,VIM-2 inhibitor,IMP-1 inhibitor,MEKK3 PB1 HTS,PHOSPHO1 inh,pCIP destab,HCV NS3 hel inh,DNA FID counter,UBC9 SUMO inh
O=C(O)c1ccccc1SCC(=O)N1CCCCC1,2,0.9,1.2,107,-10,-1,6,6,11
COc1ccc(-n2c(Cc3cccn3C)nnc2SCC(=O)N2CCCc3ccccc32)cc1,5,-0.1,0.3,97,40,-3,17,-42,0
Cc1ccc(Sc2ccc(NC(=O)CCl)cc2)cc1C,-2,-2.5,-2.9,105,-2,-7,-7,-4,0
O=C(c1cccnc1)N1CCN(C(=O)c2ccccc2F)CC1,7,-2.7,-2.8,101,-42,-8,7,3,18
Cc1c(Cl)cccc1N=c1c([N+](=O)[O-])nn(-c2ccccc2)n1O,0,2.0,0.8,106,17,-3,21,5,5
CCOC(=O)c1cc(=O)n(-c2ccc(Cl)cc2C)[nH]1,6,-3.9,-4.7,96,-4,-16,13,-24,1
CC(=O)Oc1ccc(-n2c(=O)c3ccccc3c3ccccc3c2=O)cc1,4,1.4,-2.0,99,41,-18,4,-1,1
CC(/C=N/NC(=O)c1cccc(F)c1)=C\c1ccccc1,-6,1.5,1.2,100,34,-7,13,-19,4
NC(=O)C1CCN(C(=O)c2cnn(-c3ccccc3)c2NC(=O)c2ccco2)CC1,0,-0.5,-2.7,100,-3,-1,4,0,-5
Cc1nn(Cc2noc(C(=O)NCCc3ccccn3)n2)c(C)c1Br,-3,0.7,-0.3,99,27,-12,6,-37,6
COCCn1c(SCC(=O)NCC2CCCO2)nc2c(c1=O)SC(C)C2 (stereo not given),2,-0.6,-2.3,98,-7,6,0,5,-14
CCN(CC)S(=O)(=O)c1ccc(Cl)c(NC(=O)COc2ccc(OC)cc2)c1,-8,0.9,-2.1,97,13,2,-10,0,0
O=C(N/N=C/c1ccccc1)c1ccc(-c2ccccc2)cc1,1,-0.8,-0.2,104,44,8,3,-2,3
O=[N+]([O-])c1ccc(/C=N/NC(=S)Nc2ccc(Cl)cc2Cl)s1,2,-1.9,-1.8,87,-96,-4,1,9,35
COc1ccc(S(=O)(=O)N2CCCC(C(=O)Nc3cccc(C(C)=O)c3)C2)cc1 (stereo not given),0,-4.0,-3.0,101,-22,2,-17,-31,5
Cc1ccc(OCCCC(=O)Nc2ccc(N3CCOCC3)cc2)cc1,-5,-3.8,-0.9,107,21,-7,11,-18,3
O=C(C1CCCCC1)N1CCCC(c2nc(-c3ccc(F)cc3)no2)C1 (stereo not given),1,-0.2,0.0,104,11,-2,-3,-16,-16
CN(CC(=O)NCc1ccc(F)cc1)S(=O)(=O)c1cccc2nsnc12,2,-1.0,-2.6,98,40,-3,0,3,20
Cc1ccc(S(=O)(=O)NCc2ccco2)c(C)c1C,3,0.5,-0.9,103,1,-10,-2,-5,16
Cc1cc(C)c(N=Cc2c(O)n(-c3nccs3)c(=O)c3ccccc23)c(C)c1,3,-3.6,-0.6,105,6,-16,11,-6,-6
Cc1cc(C(=O)Nc2ccccc2C(=O)O)c(C)o1,-1,-1.7,0.8,103,28,0,6,1,15
Cc1ccc(-n2cc(C(=O)c3ccccc3O)cn2)cc1,5,-0.8,-1.2,·,28,-6,-4,-7,-7
CC(=O)c1c(O)cc(C)n(Nc2nc(C)cc(C)n2)c1=O,0,-1.9,-2.4,100,-3,5,4,-4,-18
COC(=O)c1cn(Cc2ccccc2C)nn1,-4,-1.1,-2.2,102,11,2,-3,-6,2
CC(=O)N(C)c1ccc(NC(=O)C(Sc2ccccc2)c2ccccc2)cc1 (stereo not given),·,1.2,0.6,61,4,-7,0,-30,-11
COc1ccccc1N(CC(=O)N1CCN(c2ccccc2)CC1)S(=O)(=O)c1ccc(C)cc1,-3,-4.3,-0.7,108,38,-8,1,-47,18
Cc1nnc(SCC(=O)N(C)c2ccccc2)n1Cc1ccccc1,2,-1.2,-2.9,101,57,1,1,-15,-4
CC(C)CCNC(=O)C(=O)NC1CCCC1,5,-1.7,-2.2,104,7,2,-4,5,2
CCOCCCNCc1cccc(OCc2ccc(F)cc2)c1,-3,-6.1,-3.2,108,-10,-19,-4,16,5
O=c1c2ccccc2n2c(=S)[nH]nc2n1-c1ccccc1,2,-1.1,-0.2,102,43,-4,6,-6,-13
O=C(Nc1nccs1)c1sc2ccccc2c1Cl,0,-4.1,-1.9,97,3,1,4,-3,18
N#C/C(=C(/O)CCl)c1nc2c(s1)CCc1ccccc1-2,1,1.3,-4.8,95,-40,-2,15,4,32
O=C(O)CCS(=O)(=O)Cc1cccc(Cl)c1,3,-0.5,0.9,100,-4,-12,-4,4,-10
O=C(CSc1nc2ccccc2n1Cc1ccc(Cl)cc1)N/N=C/c1ccc(C(=O)O)cc1,-3,-1.1,-3.5,103,8,13,5,-7,25
Cn1c(Cn2nnc3ccccc32)nnc1SCC(=O)Nc1ccc2c(c1)OCO2,0,-2.0,-2.6,100,-18,-8,0,1,20
Cc1ccc(C)c(NC2CCCCC2NS(=O)(=O)c2ccccc2)c1 (stereo not given),4,2.6,-0.3,95,41,-4,-26,-7,·
Cc1occc1C(=O)NCCCCNC(=O)c1ccoc1C,-1,-1.1,-2.7,100,12,4,6,-5,13
Cc1c(NC(=O)c2cccs2)c(=O)n(-c2ccccc2)n1C,6,-1.5,-2.9,96,29,6,1,1,5
Cc1ncc([N+](=O)[O-])n1CC(=O)NC1CCCC1,-1,-0.1,-0.2,100,-26,-17,-3,-4,12
CCCC(=O)c1c(NCCO)cc(C)oc1=O,7,2.3,1.1,88,-5,5,2,0,8
C/C(=N\N=C1\NC(=O)C(CC(=O)O)S1)c1ccccn1 (stereo not given),·,-1.4,-0.1,89,47,1,19,-13,-53
CCCN(c1ccc(OCC)cc1)S(=O)(=O)c1ccc2c(c1)NC(=O)CO2,2,-2.3,-3.5,104,-6,6,-5,-38,-2
CN(Cc1c(F)cccc1Cl)C(=O)CCc1c[nH]c2ccccc12,-2,3.5,-1.0,98,19,-9,-11,-36,0
Cc1nc(CC(=O)c2c(C)cc(O)cc2O)cs1,1,-1.6,-0.5,97,-8,-11,-5,-4,11
O=S(=O)(c1cccc(-c2nnc(SC(F)F)n2-c2ccccc2)c1)N1CCCCC1,1,-0.6,-0.5,98,26,-4,1,-30,10
CC(C)CCOc1ccc(/C=N/N2C(=O)CSC2=S)cc1,2,-6.3,0.8,103,46,9,15,-25,-20
O=C(/C=C/c1cccc(OCc2ccccc2)c1)c1cccnc1,-1,-1.4,0.2,96,-1,4,-17,1,-4
CCN(CC)CCN(Cc1cc2cc(C)cc(C)c2[nH]c1=O)C(=S)NCc1ccco1,0,-1.3,-0.9,99,-7,-3,-33,1,12
CC1CCN(c2ccccc2NC(=O)c2cc3ccccc3o2)CC1,-6,-4.4,-3.9,104,-2,0,2,-21,1
Cc1ccc(C(C)C)c(OCCn2ccnc2C)c1,4,-3.5,-2.3,108,19,-5,-15,8,9
CC1N=C2c3ccccc3N=C(SCc3cc(=O)n4cc(Cl)ccc4n3)N2C1=O (stereo not given),-7,2.6,-4.5,97,-16,-3,13,-7,7
CCCOc1ccc(C2C(=O)N(C3CCCCC3)CC(=O)N2CCCOCC)cc1OC (stereo not given),-4,-1.9,-5.3,·,2,-2,12,-40,4
COCCNC(=O)C1CC2Cn3c(nc4cc(C)c(C)cc43)C2N1C (stereo not given),6,·,·,99,-12,4,·,·,-11
Cn1c(=O)cc(SCC(=O)N2CCCC2)c2ccccc21,3,-0.8,-1.8,·,-6,8,6,-2,4
O=C(O)c1ccccc1NS(=O)(=O)c1cccc2nsnc12,5,1.6,1.7,96,-19,9,20,-9,1
Cc1ccc(N(CC(=O)NCCSc2ccccn2)S(=O)(=O)c2ccc(F)cc2)cc1,10,-2.0,-0.4,105,20,2,12,-8,5
COc1cccc(CN2C(=O)N(C(C)C)C(N(O)C(=O)NC(C)C)C2(C)C)c1OC (stereo not given),5,-0.9,-1.9,85,45,-3,12,-8,18
Cc1ccc(S(=O)(=O)N(C(=O)c2ccncc2)c2ccc(OC(=O)c3ccncc3)c3ccccc23)c(C)c1,-10,-2.3,-2.9,104,44,0,6,-7,1
CCCc1cc(=O)[nH]c(SCc2cccnc2)n1,5,0.0,0.0,95,-3,-11,-1,6,2
CC(=O)NC(Cc1ccc(F)cc1)C(=O)NC1CCN(C(=O)Nc2ccccc2C)CC1 (stereo not given),-1,-1.0,-2.4,101,4,-6,5,-12,13

(listing goes on)
smiles,IDE cell activ,VIM-2 inhibitor,IMP-1 inhibitor,MEKK3 PB1 HTS,PHOSPHO1 inh,pCIP destab,HCV NS3 hel inh,DNA FID counter,UBC9 SUMO inh
S=C1NCN(Cc2ccco2)CN1c1cccc2ccccc12,-4,-0.5,-1.5,96,0,7,-1,-13,6
O=C(C1CCCO1)N1CCN(C(=S)Nc2ccc(Br)cc2)CC1 (stereo not given),3,1.3,-0.1,100,38,-6,9,-7,25
CC(C)(CC(=O)O)CC(=O)Nc1ccc2c(c1)ncn2CCc1ccccc1,-12,-2.1,-3.0,104,-3,-8,6,-22,-5
CCn1c(SCC(=O)Nc2oc(-c3ccccc3)c(-c3ccccc3)c2C#N)nnc1-c1ccncc1,-3,-1.5,4.1,98,16,-10,0,-8,21
COc1cc(/C=N/NC(=O)c2ccc(N3CCCC3=O)cc2)ccc1O,0,0.2,-1.1,101,20,-26,2,-18,9
CCN(Cc1ccccc1)C(c1ccc(C)cc1)c1nnnn1C(C)(C)C (stereo not given),0,-0.5,-2.8,103,23,-7,21,-2,-16
Cc1cc(NCCCCO)n2c(nc3ccccc32)c1C#N,2,19*,-2.5,·,10,12,1,-1,13
